Ub-GFP proteasome = Ubiquitin-GFP Assay; AID 526, 2006; Ubiquitin-GFP reporter cells, proteasome inhibition, GFP fluorescence; response scale: untreated = 0%, 10 µM MG-132 = 100%; Potency, µM (highest dose often 45.9 µM), inactives show at the highest dose activation (GFP accumulation), usual class: activators; 67,000 tested, under 10 active; active means well fitted activation curve with a large enough effect, not every such curve was filed as active; inconclusive means small, poorly fitted or top-dose-only effect, or another doubt; inactive means no such curve, though single readings can be large or run the other way; further: potency means the concentration at half of the fitted maximal effect
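U2OS cells expressing ubiquitin(G76V)-GFP, seeded overnight in 0.5% FBS medium, then treated 4 hr at 37 C across 46 uM to 2.9 nM. GFP-positive cells counted by laser cytometry (488 ex/515 em); %activity scaled between basal and 10 uM MG-132.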
4MU fluor = qHTS Assay for Spectroscopic Profiling in 4-MU Spectral Region; 59,000 tested, 11% active; max dye-equivalent concentration, M; compound autofluorescence, 340/450 nm, 4-MU equivalents; active compounds read high; in the data active means max dye-equivalent concentration above about 10 nM; inconclusive means mostly about 1.1 nM to 9.6 nM
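Compounds in 100 mM Tris, pH 8.0, sat 15 min at room temperature before fluorescence was read at 340 nm excitation/450 nm emission; a per-plate six-point 4-MU standard curve converted signals to dye-equivalent concentration at each compound concentration.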
Fluorescein autfl = qHTS Assay for Spectroscopic Profiling in Fluorescein Spectral Region; max fluorescein-equivalent concentration, M; AID 593, 2007; 59,000 tested, 0.91% active; Compound autofluorescence, 480/540 nm, fluorescein-equivalent; active compounds read high; in the data active means max fluorescein-equivalent concentration above about 10 nM; inconclusive means between about 1.1 nM and that limit
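Tris 100 mM pH 8.0; 15 min RT; CCD read, ex 480/em 540 nm. Output: fluorescein-equivalent concentration per compound concentration, from six-point dye series on each plate.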
BRCT inh green = qHTS Assay for Inhibitors of BRCT-Phosphoprotein Interaction (Green Fluorophore); Breast cancer type 1 susceptibility protein (Homo sapiens), P38398; BRCA1 BRCT-phosphopeptide binding, green fluorescence polarization; Potency, µM (titrated, usually from 76.9 µM), for the others: at the highest dose activity change, negative = inhibition, usual class: inhibitors; 75,000 tested, 0.05% active;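 further: potency means the concentration at half of the fitted maximal effect; plate controls were peptide without protein for full effect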
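Compounds were incubated for 12 min at room temperature with a complex of 100 nM fluorescein-tagged pBACH1 decapeptide and 250 nM His-tagged BRCT protein. Buffer was phosphate pH 7.3 with EDTA, DTT and Tween 20. Disruption of binding lowers the polarization signal.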
GFP derepression = qHTS Assay for Epigenetic Modulators; mouse C127i GFP locus derepression, cytometry, 30 h; Potency, µM (top dose mostly 46.1 µM), for inactives: at the highest dose GFP derepression (activation); 68,000 tested, 0.09% active; AID 597, 2007; further: % of control where 0% means no effect
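Murine C127i mammary cells carrying a silenced, stably integrated CMV-driven GFP reporter were treated with compound for 30 hours at 37 C. After PBS washes, GFP-positive cells were counted by laser-scanning microplate cytometry.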
A350 autofl = qHTS Assay for Spectroscopic Profiling in A350 Spectral Region. Compound autofluorescence, 340/450 nm, Alexa 350 dye-equivalents; active compounds read high. max dye-equivalent concentration, M. 59,000 tested, 11% active. AID 590, 2007; in the data active means max dye-equivalent concentration above about 10 nM; inconclusive means mostly about 1.1 nM to 9.6 nM
Casp7 inh = qHTS Assay for Allosteric/Competitive Inhibitors of Caspase-7 | P55210 | recombinant caspase-7, Ac-DEVD-AFC fluorescence rate | Potency, µM (series often up to 57.5 µM), for the others: top-dose activity change, negative = inhibition, most hits filed as inhibitors | 75,000 tested, 0.02% active | AID 889, 2007; active means well fitted inhibition curve with a large enough effect in the main read-out, with a control signal flat, not every such curve was filed as active; inconclusive means small, poorly fitted or top-dose-only effect, or a change in a side signal; further: potency means the concentration at half of the fitted maximal effect; % of control where 0% means no effect
USP2a inh = qHTS Assay for Inhibitors of Ubiquitin-specific Protease USP2a; Ubiquitin carboxyl-terminal hydrolase 2 (Homo sapiens), O75604; USP2a enzymatic assay, qHTS inhibition; Potency, µM (doses to about 38.3 µM), for the others: at the top dose activity change, negative = inhibition, usual class: inhibitors; 60,000 tested, 0.1% active;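 further: potency means the concentration at half of the fitted maximal effect; nearly all actives have a fitted effect of over 60% in size; plate controls were DMSO for no effect and NEM full inhibition control for full effect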
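Coupled readout: USP2-cleaved Ub-PLA2 (20nM final) turns over NBD C6-HPC (20uM final), Ex 460nm/Em 535nm after 2.5 h, time-zero read flagging artifacts. Enzyme (20nM final, pH 8.0 Tris) given 30 min RT with compound first; NEM defines full inhibition.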
BRCT PPI red = qHTS Assay for Inhibitors of BRCT-Phosphoprotein Interaction (Red Fluorophore); Breast cancer type 1 susceptibility protein (Homo sapiens), P38398; BRCT-phosphopeptide binding, red fluorescence polarization; Potency, µM (highest dose often 76.9 µM), for the others: top-dose activity change, negative = inhibition, actives largely listed as inhibitors; 75,000 tested, 0.03% active; AID 892, 2007; further: on the % scale 0 is the no-effect control and ±100 the full control effect
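Fluorescence polarization: 100 nM His-tagged BRCA1 BRCT with 100 nM TAMRA-labelled phospho-BACH1 decapeptide, phosphate buffer pH 7.3 with 150 mM NaCl, DTT, 0.01% Tween 20; 12 min RT. Binding inhibition seen as FP decrease.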
HEK293 cAMP cs = qHTS Assay for Agonists of the Thyroid Stimulating Hormone Receptor: Activators of Intracellular cAMP Concentrations in Parental HEK 293. parental HEK293 CNG cAMP sensor, membrane potential fluorescence. Potency, µM (top dose mostly 57.1 µM), without a hit: top-dose activation, hits mostly activators. 73,000 tested, 2.5% active. AID 938, 2007; further: potency means the concentration at half of the fitted maximal effect; % of control where 0% means no effect; nearly all actives have a fitted effect of over 55% in size
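Parental HEK 293 cells stably expressing a modified CNG channel (no TSHR) report cAMP rise as membrane depolarization. Membrane potential dye with 100 uM RO 20-1724 was loaded for 60 min at room temperature, then compound added for 30 min; fluorescence read at 590 nm.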
Caspase-1 inhib = qHTS Assay for Allosteric/Competitive Inhibitors of Caspase-1; P29466; Caspase-1 enzyme, Ac-WEHD-AFC fluorogenic rate; Potency, µM (top dose mostly 57.5 µM), for the others: at the top dose activity change, negative = inhibition, hits mostly inhibitors; 75,000 tested, 0.03% active;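 further: potency means the concentration at half of the fitted maximal effect; plate controls were vehicle for no effect and no substrate for full effect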
Numbers without * were called inactive; i = inactive; ? = inconclusive; . = no result given; [ ] = another dose, or the depositor's remark. Unless noted, the call rests on the fitted dose curve; in most records, active means well fitted curve in the direction sought with a large enough effect; inconclusive means small, poorly fitted or top-dose-only effect, or another doubt; inactive means no such curve, though single readings can be large; an effect the other way counts as inactive or inconclusive. Only part of the results is shown; the hit share may differ from the screen's.

canonical_smiles | Ub-GFP proteasome | 4MU fluor | Fluorescein autfl | BRCT inh green | GFP derepression | A350 autofl | Casp7 inh | USP2a inh | BRCT PPI red | HEK293 cAMP cs | Caspase-1 inhib
N#Cc1nc(Cc2ccccc2)oc1NCc1ccccc1Cl | 6% | i | i | 2.1% | -3% | i | -11% | -6% | 0.0% | ? | -2%
NC(=O)CSC1=Nc2ccccc2C2=NC(CC(=O)NCc3cccs3)C(=O)N12 (stereo not drawn) | -8% | 3.4e-08M* | i | -3.1% | -3% | 3.3e-08M* | -1% | -5% | 0.1% | 3% | 1%
Cc1noc(C)c1C(=O)NCCc1ccc(Cl)cc1 | -4% | i | ? | -1.6% | -2% | i | -2% | -4% | -0.9% | 10% | 5%
CCN1CCN(C(=O)c2ccccc2N(C)S(=O)(=O)c2ccc(C)cc2)CC1 | 2% | i | ? | 1.5% | 0% | ? | -2% | 4% | 1.6% | 11% | 2%
O=c1c2cnn(-c3ccccc3)c2ncn1Cc1ccccc1 | -6% | i | i | -1.4% | 10% | i | -1% | 9% | 0.4% | 14% | 0%
COc1cccc(Nc2ncc3nc(C)c(=O)n(-c4ccccc4)c3n2)c1 | -6% | i | i | -1.7% | 3%[9.22 µM] | i | -8% | 158%[activator] | 3.1% | ? | -7%
COc1ccccc1-c1nc(-c2ccc(Br)cc2)no1 | 3% | . | . | 0.1% | -2% | . | -2% | . | -0.2% | 2% | -3%
COc1ccc(OCc2nnc3n2N=C(c2ccc(Br)cc2)CS3)cc1 | -1% | . | . | -1.2% | . | . | -5% | . | 0.0% | ? | -4%
O=C(Nc1ccc2c(c1)OCO2)C1CCN(c2ccc(S(=O)(=O)N3CCOCC3)cc2)CC1 | -4% | i | i | -1.3% | -3% | i | 0% | 23% | -1.5% | 8% | -3%
CC(C)C12CCC(C(=O)O)C(C1)C(=O)O2 (stereo not drawn) | . | . | . | 1.7% | . | . | 1% | . | -0.4% | ? | -3%
COc1ccc(-n2nnc3c(SCc4ccccc4)ncnc32)cc1 | . | . | . | -0.6% | . | . | -1% | . | -0.1% | -7% | -1%
CSc1nnc(-c2cc3ccccc3cc2O)n1C | 4% | 3.3e-07M* | i | -2.7% | 3% | 2.6e-07M* | -12% | -3% | -1.4% | -5% | -6%
COc1ccc(-n2c(=O)cnc3cnc(OC)nc32)cc1 | 7% | i | i | -1.6% | 2%[9.22 µM] | i | -2% | -3% | 1.0% | ? | -4%
CSCCC(NC(=O)c1c(C)oc2c1CCCC2)C(=O)O (stereo not drawn) | -9% | . | . | -0.5% | 2% | . | 0% | -10% | 0.8% | 25% | -9%
CCOc1ccccc1NC(=O)CCS(=O)(=O)c1cccc2nonc12 | -3% | i | ? | -1.1% | 0% | i | -3% | -6% | -0.7% | 4% | 1%
COc1ccc(CCNC(=O)CSc2ncnc3c2oc2ccccc23)cc1OC | -3% | i | i | 0.8% | 9% | i | 0% | 4% | -1.6% | 8% | 2%
CCOc1cc(C(=O)OCC(=O)NCc2ccco2)cc(OCC)c1OCC | -1% | i | ? | 1.7% | 0% | i | -4% | 27% | 0.2% | ? | -1%
COc1ccc(O[C@H]2C=C[C@@H](c3ccccc3)O[C@H]2COC(=O)N2CCCCC2)cc1 | . | . | . | -1.2%[15.4 µM] | . | . | 0%[11.5 µM] | . | 0.9%[15.4 µM] | 18%[11.4 µM] | -4%[11.5 µM]
Cc1ccc2nsnc2c1S(=O)(=O)N1CCN(CCc2ccccc2)CC1 | -8% | i | i | -1.0% | 0% | i | 1% | 10% | 0.4% | -18% | -2%
C=C1CC(C)OC(c2ccccc2OCC(O)CN2CCCCC2)C1 (stereo not drawn) | -3% | i | i | -0.1% | -3% | i | -1% | 9% | -0.2% | 28% | -1%
CC(C)Cn1c(SCC(=O)NC(=O)NC2CCCC2)nc2ccccc21 | 13% | i | i | -1.4% | 6% | i | -4% | 8% | 0.0% | 32µM* | -1%
Cc1sc2nc(SCC(=O)OC(C)C)n(C)c(=O)c2c1C | ? | i | i | -3.8% | 3% | i | 2% | 5% | -0.2% | ? | -2%
CC1=C(C(=O)Nc2ccccc2)C(c2ccncc2)C(C#N)=C(SCC(=O)NC2CC2)N1 (stereo not drawn) | -2% | ? | ? | -1.1% | 7% | ? | 1% | -3% | -1.1% | -1% | -2%
CCOC(=O)N1CCN(C(=O)c2ccc3nc4cc(Cl)ccc4c(=O)n3c2)CC1 | -3% | 1.3e-06M* | i | -0.8% | 5% | 1.3e-06M* | -10% | -2% | -1.7% | -2% | ?
COc1cc2c(cc1OC)CN(CC(=O)NC(=O)NCc1ccco1)CC2 | 3% | 4.9e-08M* | ? | 0.0% | 4% | 7e-08M* | -17% | 14% | 1.1% | -10% | ?
CCOCC(=O)Nc1ccccc1C(=O)OCC | 1% | i | i | 1.4% | 1% | i | 1% | -2% | 0.9% | 10% | 0%
c1cncc(CNCc2cccnc2)c1 | 2%[9.17 µM] | i | i | -1.7%[15.4 µM] | 0%[9.22 µM] | i | -1%[11.5 µM] | . | -1.1%[15.4 µM] | 3%[11.4 µM] | 1%[11.5 µM]
CSc1nnc2c(n1)OC(c1ccsc1)N(C(C)=O)c1ccccc1-2 (stereo not drawn) | . | . | . | -1.0% | . | . | -23% | . | -0.4% | ? | -16%
CC1CCCCN1C(=O)Cn1cc(C(=O)c2ccco2)c2ccccc21 (stereo not drawn) | -4% | ? | i | -0.4% | 0% | ? | 1% | 20% | -1.0% | ? | 2%
CC(=O)OC[C@@H]1O[C@H](C/C=N\O[C@@H]2O[C@H](COC(C)=O)[C@@H](OC(C)=O)[C@H](OC(C)=O)[C@H]2OC(C)=O)C=C[C@@H]1OC(C)=O | . | . | . | -0.1%[15.4 µM] | . | . | 0%[11.5 µM] | . | 0.5%[15.4 µM] | 0%[11.4 µM] | 0%[11.5 µM]

(listing goes on)
canonical_smiles | Ub-GFP proteasome | 4MU fluor | Fluorescein autfl | BRCT inh green | GFP derepression | A350 autofl | Casp7 inh | USP2a inh | BRCT PPI red | HEK293 cAMP cs | Caspase-1 inhib
COCCCNC(=O)C1CCCN(C(=O)Nc2ccc(OC)cc2)C1 (stereo not drawn) | -1% | i | ? | -0.8% | 0% | i | 0% | 5% | 1.0% | -1% | 2%
Cc1ccc(CCSCC(=O)O)cn1 | 3% | i | i | -0.1% | 0% | i | -1% | -2% | -0.7% | 6% | -3%
CCc1nc(Nc2ccc(N3CCN(C(C)=O)CC3)cc2)c2oc3ccccc3c2n1 | . | i | i | 1.9% | -2% | i | -10% | 40%[activator] | -0.3% | -24% | -6%
CN(Cc1ccccc1)c1nc2c(c(=O)n(C)c(=O)n2C)n1CCSc1ncccn1 | -1% | . | . | 3.9% | . | . | 1% | . | -1.6% | -7% | 2%
COC(=O)[C@@]1(Cc2ccc(F)cc2)[C@H]2c3cc(C(=O)N(C)C)n(Cc4cc(C)n(C)n4)c3C[C@H]2CN1C(=O)c1ccccc1 | . | . | . | 2.6% | . | . | -1% | . | 0.3% | ? | -2%
COc1cccc(NC(=O)COc2ccc(N3CC(C(=O)NCC(C)C)CC3=O)cc2)c1 (stereo not drawn) | -7% | i | i | -0.1% | 10% | i | 0% | 8% | -0.2% | 1% | 0%
CC(C)C(NCc1c(Cl)cccc1Cl)C(=O)O (stereo not drawn) | 4% | ? | i | 0.5% | 0% | ? | 0% | 0% | -0.2% | -2% | 2%
CCOc1ccc(CNC(=O)C2CCN(S(=O)(=O)N3CCCC3)CC2)cc1OC | -4% | i | i | -0.7% | 0% | i | 1% | -1% | 0.2% | 9% | 0%
CN1CCN(CCCN2c3ccccc3Sc3ccc(C(F)(F)F)cc32)CC1 | 5%[9.17 µM] | i | ? | -2.9%[15.4 µM] | -4%[20.6 µM] | i | -1%[11.5 µM] | 51%[activator] | 1.0%[15.4 µM] | 7%[11.4 µM] | 2%[11.5 µM]
O=C(NCCNC[C@@H](O)COc1ccc(O)cc1)N1CCOCC1 | -1% | i | ? | 2.3% | -1% | i | -1% | -5%[17.1 µM] | -1.3% | 4% | 0%
CC(=O)NCCNc1nc(-c2cccnc2)nc2ccccc12 | 4% | i | i | -2.3% | 5%[9.22 µM] | i | 0% | 7% | -3.7% | ? | -5%
Cc1nc2c(C(=O)N3CCN(c4ccccn4)CC3)cnn2c(C)c1Cc1cccc(Cl)c1 | 3% | ? | i | 2.8% | 2% | ? | -5% | 42%[activator] | 1.1% | ? | -3%
CCOc1cc(-c2c(C)c(C)nc(N)c2C#N)ccc1O | 0% | ? | i | 3.1% | 2% | ? | 1% | -6% | 1.4% | 23% | 0%
CCCCCCCCCCCCCCCCCCOCC(O)CO (stereo not drawn) | . | . | . | -0.5% | . | . | 2% | 37%[activator] | 1.4% | . | -2%
